Source: PubChem (several laboratories)
Rab7 wt GTP bind = alters GTP binding to wildtype dog Rab7; GST-Rab7 beads, fluorescent GTP binding, flow cytometry; actives lie on both sides; untreated = 100%, excess cold GTP = 0%; AID 758; GTP binding activity (percent of control), % at 10 µM; 0.055% of 190,000 active;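 active = fluorescent GTP binding to Rab7 beads changed by at least 20 points from the 100% baseline, either direction, mostly lower; inconclusive = compound itself probably fluorescent, or too few beads counted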;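 also: median green fluorescence of bound Bodipy-FL-GTP per Rab7 bead population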
Mcl1-Noxa inh = disrupts binding of human Mcl-1 to Noxa peptide. Q07820. TR-FRET Mcl-1/Noxa peptide binding, 2 h. inhibition, % at 21.7 µM. 1.5% of 220,000 active;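 active = compounds that cut the protein-peptide binding signal by more than 50% relative to plate controls in a single-dose test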;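 also: His-tagged Mcl-1 with rhodamine Noxa BH3 peptide and terbium anti-His antibody; 0% = Mcl-1 plus Noxa peptide wells and 100% = peptide-only wells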
Target sequence (Q07820 whole entry, looked up): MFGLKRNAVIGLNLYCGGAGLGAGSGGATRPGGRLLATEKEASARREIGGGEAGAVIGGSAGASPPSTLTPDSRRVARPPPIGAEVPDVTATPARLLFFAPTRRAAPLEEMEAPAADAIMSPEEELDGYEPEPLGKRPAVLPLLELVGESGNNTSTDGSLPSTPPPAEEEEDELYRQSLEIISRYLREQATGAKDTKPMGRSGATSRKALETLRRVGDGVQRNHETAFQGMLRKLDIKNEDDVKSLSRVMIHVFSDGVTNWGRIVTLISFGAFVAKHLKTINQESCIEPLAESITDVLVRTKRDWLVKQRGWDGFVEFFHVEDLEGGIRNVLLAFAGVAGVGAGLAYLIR
Rab2A wt mod = changes GTP binding to wildtype dog Rab2A, up or down. P61105. GST-Rab2 wt beads, Bodipy-GTP binding, flow cytometry. GTP binding activity, % at 10 µM. 0.19% of 190,000 active;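 active = GTP binding activity at least 20 points away from 100%, either lowered or raised; inconclusive = signal likely due to the compound's own green fluorescence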;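 also: 0% = beads with excess unlabeled GTP and 100% = no-compound control corrected for plate trend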
Rac1 act GTP bind = human Rac1 activated mutant GTP binding change; P63000; 0.11% of 190,000 active; GST-Rac1 activated beads, fluorescent GTP binding, flow cytometry; actives lie on both sides; 100% means binding = to untreated wells; percent activity (GTP binding), % at 10 µM;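 active = GTP binding at least 20 percentage points away from the 100% baseline, in either direction, so actives lie on both sides; inconclusive = Compound likely fluorescent itself, or too few beads counted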
Pf gametocyte = kills late stage P. falciparum gametocytes; P. falciparum stage V gametocytes, ATP luminescence, 24 h; inhibition, % at 10.9 µM; 0.065% of 150,000 active; AID 743093;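 active = inhibition above the mean plus 3 SD of compounds within the control limits, set per campaign, cut at about 38% in these data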;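 also: 0% = DMSO wells and 100% = medium only without gametocytes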
Mcl1 Bid PPI = Mcl-1/Bid interaction inhibition. 0.97% of 220,000 active. inhibition, % at 21.7 µM. TR-FRET Mcl-1/Bid-Dy647 peptide binding, 1536-well. AID 1021. Q07820;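 active = compounds that cut the binding signal by more than half at the single screening dose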;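 also: His-tagged Mcl-1 with europium anti-His antibody binding Bid BH3 peptide; 0% = Mcl-1 plus peptide wells and 100% = peptide-only wells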
Cdc42 wt = modulators (inhibitors or activators) of GTP binding to human Cdc42 wildtype | GST-Cdc42 beads, Bodipy-GTP binding, flow cytometry; actives lie on both sides | P60953 | 0.2% of 190,000 active | AID 761 | percent activity (GTP binding), % at 10 µM;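 active = percent activity GTP binding at least 20 points away from the 100% baseline, either down as inhibitor or up as activator; inconclusive = compound flagged as likely green fluorescent from well-wide comparison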;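 also: median bead fluorescence of bound Bodipy-FL-GTP at 100 nM; 0% = excess unlabeled GTP control and 100% = no compound control; below 100% means less GTP binding so inhibitor and above means activator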
Target sequence (P60953 whole entry, looked up): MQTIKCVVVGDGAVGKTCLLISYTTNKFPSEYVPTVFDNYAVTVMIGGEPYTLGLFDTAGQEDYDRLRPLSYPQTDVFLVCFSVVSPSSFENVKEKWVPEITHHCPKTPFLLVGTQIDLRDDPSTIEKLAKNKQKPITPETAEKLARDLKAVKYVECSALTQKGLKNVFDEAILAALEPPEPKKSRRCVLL
Avidin bead fluor = compound fluoresces at 488/530 nm on avidin beads | AID 1775 | compound fluorescence 488/530 nm, flow cytometry; hits give high values | fluorescence (KMESF) at 10 µM | 0.38% of 220,000 active; in the data active = fluorescence above about 47; also: inactives centre near 10
HRas wt GTP = human HRas wildtype GTP binding, change in either direction; P01112; GST-Ras wt beads, Bodipy-FL-GTP binding, flow cytometry; actives lie on both sides; GTP binding activity, % at 10 µM; 0.14% of 190,000 active; AID 759;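 active = GTP binding activity at least 20% away from the 100% baseline, either lowered as inhibitor or raised as activator; inconclusive = flagged as likely green fluorescent, judged across all proteins in the well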;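 also: 0% = unlabeled GTP competition control and 100% = no-compound control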
Target sequence (P01112 whole entry, looked up): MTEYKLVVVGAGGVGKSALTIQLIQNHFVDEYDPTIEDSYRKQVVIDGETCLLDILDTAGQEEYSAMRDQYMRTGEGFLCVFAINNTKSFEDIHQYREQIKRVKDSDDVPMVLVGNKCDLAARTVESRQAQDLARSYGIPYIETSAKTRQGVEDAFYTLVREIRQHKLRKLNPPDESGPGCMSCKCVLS
Rac1 wt GTP bind = human Rac1 wildtype GTP binding, inhibitors and activators; GTP binding activity (% of control), % at 10 µM; GST-Rac1 beads, fluorescent GTP binding, flow cytometry; actives lie on both sides; 0 = cold GTP competed, 100 = untreated; P63000; 0.27% of 190,000 active;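 active = GTP binding activity at least 20 points away from the 100% control level, either lower or higher; inconclusive = compound flagged as likely green fluorescent, judged across all proteins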
Bim-Mcl-1 = disrupts Bim peptide binding to human Mcl-1; Q07820; Bead-based flow cytometry, Bim peptide-Mcl-1 binding; inhibition, % at 10 µM; 0.1% of 190,000 active; AID 1009; in the data active = inhibition above about 40%;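 also: 0% = no compound tracer wells and 100% = peptide blocker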
Active calls of the source: *; ? = inconclusive; · = no result given.

SMILES	Rab7 wt GTP bind	Mcl1-Noxa inh	Rab2A wt mod	Rac1 act GTP bind	Pf gametocyte	Mcl1 Bid PPI	Cdc42 wt	Avidin bead fluor	HRas wt GTP	Rac1 wt GTP bind	Bim-Mcl-1
CC(=O)Nc1ccc(S(=O)(=O)N[C@H](C(=O)O)C(C)C)cc1	96	5	96	95	5	-4	95	34	97	97	0
COc1cc(OC)cc(C(=O)N/N=C2/SCC(=O)N2Cc2ccco2)c1	104	-10	96	94	15	-16	99	25	96	99	-2
CCCc1nnc(NC(=O)CC(=O)Nc2ccccc2C(=O)O)s1	104	5	104	102	·	-15	105	6	105	105	3
CCN(CC)S(=O)(=O)c1ccc(C(=O)N(c2ccc(C)cc2)C2C=CS(=O)(=O)C2)cc1 (centres undefined)	104	-9	101	97	-4	-26	95	11	101	100	-1
COc1cc(CNCCc2c[nH]c3ccccc23)cc(Cl)c1OCC(N)=O	99	14	99	98	3	2	98	13	98	102	-2
Cc1ccc(SCc2cc(=O)c3c(=O)n(-c4ccccc4)[nH]c3[nH]2)cc1	102	29	94	90	-3	-94	87	5	93	98	-1
CN(C)S(=O)(=O)c1cccc(N=C2NN=C(c3ccccc3)CS2)c1	96	34	96	95	29	-36	100	10	96	98	-2
COc1cccc(S(=O)(=O)NCc2ccc(C(=O)Nc3cccc(Cl)c3)cc2)c1	101	-5	99	99	17	-16	96	7	101	104	-3
CCOC(=O)C1C(=O)CC(=O)CC1CC(C)SCC (centres undefined)	96	-4	99	97	7	-31	98	28	99	98	2
CC1(C)CC2CC(C)(CN2S(=O)(=O)c2ccc(C(=O)Nc3ccc(S(=O)(=O)N4CCOCC4)cc3)cc2)C1 (centres undefined)	99	-18	95	97	8	1	96	4	98	98	0
CCCCCNC(=O)c1ccc2c(=O)n(CCCN3CCCC3=O)c(=S)[nH]c2c1	105	14	99	94	1	-25	94	8	97	98	-4
CCOC(=O)CSCc1cn2cc(Cl)ccc2n1	100	6	101	100	·	-21	103	5	101	103	-3
COc1cccc(NC(=O)c2ncc(Cl)c(Cl)c2Cl)c1	96	0	98	89	-4	2	95	10	95	97	0
Cc1cc2ncc(Cl)nc2cc1C	95	7	98	98	11	-1	98	2	97	102	-4
O=C(NCCN1C(=O)S/C(=C\c2ccccc2F)C1=O)C1CCCN1C(=O)c1cccs1 (centres undefined)	95	5	100	99	-10	-17	99	10	100	100	3
Cc1[nH]nc(N=CC2=C(O)CC(c3ccco3)CC2=O)c1-c1ccccc1 (centres undefined)	100	-5	103	100	10	-15	98	42	100	100	-5
COc1ccc(OCC(=O)N/N=C2\CCCCc3ccccc32)cc1	92	5	93	92	·	-7	93	8	93	93	1
Cc1cc2occ(CC(=O)Nc3nccs3)c2cc1C(C)C	92	11	94	96	-14	0	101	8	98	97	2
O=C(c1ccccc1Cl)N(Cc1ccc(Br)cc1)N1C(=O)CCC1=O	95	14	94	94	-26	-1	97	6	94	95	1
COc1ccc(Cl)cc1C(=O)Nc1ccc(NC(=O)c2ccco2)cc1	98	19	99	98	·	6	98	32	98	101	0
Fc1ccc(-c2nnc3ccc(N4CCCC4)nn23)cc1	101	8	99	98	·	-22	98	5	99	101	-2
CSCCC(NC(=O)c1ccccc1)C(=O)Nc1ccc(NC(C)=O)cc1 (centres undefined)	101	4	97	99	-11	-54	103	15	99	102	0
CCN(CC)CCN1C(=O)C(=O)/C(=C(/O)c2c(C)[nH]c(C(=O)OC)c2C)C1c1cccnc1 (centres undefined)	94	9	95	93	·	-40	95	30	95	95	-2
O=C(NCc1ccccn1)c1ccc(=O)oc1	102	2	99	99	-2	-4	102	7	103	105	-1
Cc1ccc(C)c(S(=O)(=O)N/N=C/c2ccc(F)cc2)c1	100	4	98	92	-2	-28	97	10	95	100	1
CCc1cccc(CC)c1-n1c(SCn2nnc3ccccc3c2=O)nnc1-c1cccnc1	96	2	100	100	-11	-6	100	7	101	100	1
COc1ccccc1CN1CCNC(=O)C1CC(=O)N(C)Cc1ccon1 (centres undefined)	103	13	100	98	21	-13	101	3	101	106	2
O=C(CSc1nccn1-c1cccc(Cl)c1)NC1CCCC1	101	-9	101	101	4	8	105	14	101	110	-5
CCN1CCN(C(=O)c2ccc3c(=O)n(C4CCCC4)c(=S)[nH]c3c2)CC1	101	26	100	97	32	-13	98	7	98	98	-4
COc1ccc(OC)c(C2C=C(c3ccc(C)c(C)c3)Nc3nnnn32)c1 (centres undefined)	94	1	95	97	·	-31	97	51*	96	97	2
Cn1c(=O)c2c(nc(CN3CCc4ccccc4C3)n2Cc2ccc(Cl)cc2)n(C)c1=O	96	8	97	96	·	-3	99	6	97	100	-5
O=C(NCc1cccs1)C1CCN(c2ccc(S(=O)(=O)N3CCOCC3)cc2Cl)CC1	99	6	106	102	18	-2	109	10	106	105	-3
CN(c1ccccc1)S(=O)(=O)c1ccc(Cl)c(C(=O)NC2=NCCS2)c1	108	7	101	95	1	-11	102	18	99	99	0
O=C(NC1(C(F)(F)F)NC(=O)N(Cc2cccnc2)C1=O)c1ccccc1Cl (centres undefined)	93	15	101	101	28	-4	103	5	102	101	-2
O=C(c1cccc(S(=O)(=O)N2CCc3ccccc3C2)c1)N1CCN(c2ccc(O)cc2)CC1	96	57*	100	100	-16	-46	101	14	100	105	-4
COCC(=O)N(Cc1cc2ccccc2[nH]c1=O)c1ccc(OC)cc1	99	-8	99	98	·	-29	98	8	99	101	-3
COC(=O)c1c(N2C(=O)CC(Sc3ccccc3C(=O)O)C2=O)sc(C)c1C (centres undefined)	99	29	97	93	·	-2	95	8	97	100	0
Cn1c(NNC(=O)c2cccc3ccccc23)cc(=O)n(C)c1=O	98	8	96	96	·	-14	97	6	96	101	0
Cc1cccc(NC(=O)CN2C(=O)N/C(=C/c3cc(C)n(-c4cccnc4)c3C)C2=O)c1	101	16	99	95	12	-25	92	4	100	100	0
Cc1cc2c(s1)CCCCC(=O)N2	98	1	92	94	·	1	95	6	96	91	-2

One compound at a time, as listed above.
Fc1ccc(-c2nnc3ccc(N4CCCC4)nn23)cc1 across the screens: Rab7 wt GTP bind = 101; Mcl1-Noxa inh = 8; Rab2A wt mod = 99; Rac1 act GTP bind = 98; Pf gametocyte = ·; Mcl1 Bid PPI = -22; Cdc42 wt = 98; Avidin bead fluor = 5; HRas wt GTP = 99; Rac1 wt GTP bind = 101; Bim-Mcl-1 = -2
Cc1ccc(C)c(S(=O)(=O)N/N=C/c2ccc(F)cc2)c1 across the screens: Rab7 wt GTP bind = 100; Mcl1-Noxa inh = 4; Rab2A wt mod = 98; Rac1 act GTP bind = 92; Pf gametocyte = -2; Mcl1 Bid PPI = -28; Cdc42 wt = 97; Avidin bead fluor = 10; HRas wt GTP = 95; Rac1 wt GTP bind = 100; Bim-Mcl-1 = 1
CN(c1ccccc1)S(=O)(=O)c1ccc(Cl)c(C(=O)NC2=NCCS2)c1 across the screens: Rab7 wt GTP bind = 108; Mcl1-Noxa inh = 7; Rab2A wt mod = 101; Rac1 act GTP bind = 95; Pf gametocyte = 1; Mcl1 Bid PPI = -11; Cdc42 wt = 102; Avidin bead fluor = 18; HRas wt GTP = 99; Rac1 wt GTP bind = 99; Bim-Mcl-1 = 0

The list goes on:
SMILES	Rab7 wt GTP bind	Mcl1-Noxa inh	Rab2A wt mod	Rac1 act GTP bind	Pf gametocyte	Mcl1 Bid PPI	Cdc42 wt	Avidin bead fluor	HRas wt GTP	Rac1 wt GTP bind	Bim-Mcl-1
Cn1c(=O)oc2cc(S(=O)(=O)Nc3cccc(C(=O)O)c3)ccc21	103	14	101	100	·	-46	98	8	100	105	-3
COC(=O)N/N=C\c1cc(Br)ccc1OCc1ccccc1	101	-3	102	99	-16	5	102	5	102	103	-6
Cn1c(-c2ccc(C(C)(C)C)cc2)n[nH]c1=S	100	12	102	100	·	-30	100	12	100	98	-5
CC(C)c1ccc(N2CCN(C(=O)c3ccccc3NC(=O)/C=C(\C(=O)O)c3ccccc3)CC2)cc1	99	-1	97	99	·	-10	102	6	99	101	0
Cn1ncc(Br)c1C(=O)NC(=S)N1CCN(c2ccccn2)CC1	98	11	98	100	-9	-66	102	3	100	102	-3
Cc1ccc(C)c(N(C(=O)Cn2nnc(-c3cccs3)n2)C(C(=O)NC2CC2)c2ccc(C)o2)c1 (centres undefined)	100	17	98	98	·	-8	101	38	99	101	-1
CCOC(=O)CSc1ccc(-c2nc3cc(C)c(C)cc3[nH]2)cn1	98	38	99	95	·	-8	101	15	99	102	-1
CC1=C(C(=O)OC2CCCCC2)C(c2ccco2)n2ncnc2N1 (centres undefined)	103	16	102	101	·	-17	104	9	102	106	3
C=CCNc1nc(N)c(C(=C(C#N)C#N)c2ccccc2)s1	98	7	97	98	·	-19	96	·	99	100	-5
Cc1cc(OCc2nc(-c3ccncc3)no2)cc(C)c1Cl	96	8	95	95	-6	0	96	7	97	102	0
CN(C)c1nc(Oc2ccc(/C=N/O)cc2)nc(N(C)C)n1	94	-13	94	94	·	4	97	20	98	97	-1
COc1ccc(-c2nnnn2-c2ccccc2OC)cc1	95	0	97	92	-25	-1	93	22	97	97	-3
CCc1ccc(NC(=O)c2ccc(Cn3cc([N+](=O)[O-])cn3)cc2)cc1	98	3	101	101	1	-25	102	10	100	107	-9
Cc1ccc(N=Cc2c(O)n(-c3nccs3)c(=O)c3ccccc23)cc1	96	23	96	100	-5	-45	98	25	98	101	12
Cc1cccc2cc(C#N)c(NCCNS(=O)(=O)c3ccc4c(c3)OCCO4)nc12	?	-21	?	?	15	11	?	34	?	?	-1

Not a retest: an excerpt of the list.
SMILES	Rab7 wt GTP bind	Mcl1-Noxa inh	Rab2A wt mod	Rac1 act GTP bind	Pf gametocyte	Mcl1 Bid PPI	Cdc42 wt	Avidin bead fluor	HRas wt GTP	Rac1 wt GTP bind	Bim-Mcl-1
C=CCNc1nc(N)c(C(=C(C#N)C#N)c2ccccc2)s1	98	7	97	98	·	-19	96	·	99	100	-5
Cc1cc(OCc2nc(-c3ccncc3)no2)cc(C)c1Cl	96	8	95	95	-6	0	96	7	97	102	0

The order is random; overall some 2.7% were active at least once.
